# High-throughput results as filed in PubChem.
# IMPase cell inh = qHTS Assay for Identifying the Cell-Membrane Permeable IMPase Inhibitors; inhibition (IP1 accumulation), % at 46.1 µM; 120,000 tested, under 10 active; CHO-M1 cells, IP1 accumulation, HTRF TR-FRET ratio; Inositol monophosphatase 1 (Rattus norvegicus), P97697; active = well fitted curve in the direction sought with a large enough effect in the signal ratio, not every such curve was filed as active; inconclusive = small, poorly fitted or top-dose-only effect, or a change in a side signal; inactive = no such curve, though single readings can be large or run the other way; the % refers to the signal ratio;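 also: cells stimulated with carbachol in lithium chloride buffer; plate controls were DMSO basal wells for no effect and reference inhibitor wells for full effect; higher means more IMPase inhibition seen as more IP1 and lower FRET ratio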
# Target sequence (P97697 whole entry, looked up): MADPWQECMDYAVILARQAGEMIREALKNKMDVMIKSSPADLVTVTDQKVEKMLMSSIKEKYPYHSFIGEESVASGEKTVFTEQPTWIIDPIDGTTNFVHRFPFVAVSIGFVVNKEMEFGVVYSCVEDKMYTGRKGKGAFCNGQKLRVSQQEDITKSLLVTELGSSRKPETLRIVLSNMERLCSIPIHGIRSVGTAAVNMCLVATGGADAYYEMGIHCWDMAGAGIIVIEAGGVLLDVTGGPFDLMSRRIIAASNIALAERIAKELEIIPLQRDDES
#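 Seeded CHO-M1 cells were dosed with compound at up to 46 uM, stimulated with carbachol for 30 min, then lysed in IP-One detection reagents. Higher IP1 lowers the TR-FRET signal.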
# PNC assembly inh = High Content Assay for Compounds that inhibit the Assembly of the Perinucleolar Compartment. PC3M PTB-GFP, PNC prevalence imaging, 16 h; stronger effect = lower value. hit rate 3.1% among 140,000. activity change (PNC), negative = inhibition, % at 10 µM;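 active = readout at or below -70, meaning at least 70% loss of cells showing the perinucleolar compartment, a nuclear body marking cancer cells; inconclusive = readout between -30 and a set limit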;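 also: plate controls were DMSO wells for no effect and camptothecin positive control wells for full effect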
#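 Compounds are pinned in duplicate onto adhered PC3M cells stably expressing GFP-tagged PTB and incubated 16 h at 37 C. Cells are then fixed, nuclei stained with Hoechst, and PNC-positive cells counted.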
# 15-hLO-2 inh = qHTS Assay for Inhibitors of 15-hLO-2 (15-human lipoxygenase 2). purified 15hLO-2, xylenol orange hydroperoxide absorbance. hit rate 0.56% among 110,000. Polyunsaturated fatty acid lipoxygenase ALOX15B (Homo sapiens), O15296. Potency, µM (highest dose often 57.1 µM), without a hit: at the highest dose activity change, negative = inhibition, most hits filed as inhibitors; also: potency is read from the fitted curve at half-maximal effect; nearly all actives have a fitted effect of over 60% in size; many of its hits are not listed in these tables
# Target sequence (O15296 whole entry, looked up): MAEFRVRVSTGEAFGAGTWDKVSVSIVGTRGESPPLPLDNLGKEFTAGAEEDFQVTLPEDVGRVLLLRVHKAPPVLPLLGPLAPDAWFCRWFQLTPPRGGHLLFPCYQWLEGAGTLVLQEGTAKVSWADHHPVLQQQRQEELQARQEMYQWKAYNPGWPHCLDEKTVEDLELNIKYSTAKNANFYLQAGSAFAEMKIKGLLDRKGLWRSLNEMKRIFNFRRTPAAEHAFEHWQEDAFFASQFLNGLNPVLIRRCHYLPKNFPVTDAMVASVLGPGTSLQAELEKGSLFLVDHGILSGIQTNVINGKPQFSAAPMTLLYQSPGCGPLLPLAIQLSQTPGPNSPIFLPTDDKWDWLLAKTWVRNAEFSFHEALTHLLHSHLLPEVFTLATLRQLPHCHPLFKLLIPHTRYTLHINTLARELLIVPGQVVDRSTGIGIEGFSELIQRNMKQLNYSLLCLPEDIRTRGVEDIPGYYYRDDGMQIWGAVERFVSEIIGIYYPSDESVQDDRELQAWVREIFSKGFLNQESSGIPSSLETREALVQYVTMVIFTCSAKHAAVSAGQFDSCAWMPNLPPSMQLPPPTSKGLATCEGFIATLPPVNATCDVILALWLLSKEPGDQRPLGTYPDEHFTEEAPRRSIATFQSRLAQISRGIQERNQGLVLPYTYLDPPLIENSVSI
#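 Screening format was qHTS against 50 nM purified 15hLO-2 in Hepes pH 7.5 with detergent. Activity follows hydroperoxide formation from 45 uM arachidonic acid, measured as 573:405 nm absorbance ratio of the ferric-xylenol orange complex.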
# ALOX12 inhib = qHTS Assay for Inhibitors of 12-hLO (12-human lipoxygenase). hit rate 0.12% among 150,000. purified 12-hLO, xylenol orange hydroperoxide absorbance. Potency, µM (highest dose often 57.1 µM), for inactives: top-dose activity change, negative = inhibition, actives largely listed as inhibitors. AID 1452, 2008; also: potency is read from the fitted curve at half-maximal effect; nearly all actives have a fitted effect of over 55% in size; many of its hits are not listed in these tables
#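 Hydroperoxide output read as Fe(III)-xylenol orange absorbance, 573-to-405 nm ratio, after 30 min reaction with 40 uM arachidonic acid. Enzyme: 150 nM purified human 12hLO, 15 min compound preincubation; 25 mM Hepes pH 7.0, room temperature.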
# * hit, by the source's call; ? = inconclusive; nt = no result given; [ ] = dose if it differs, or a comment. Unless noted, calls follow the shape of the dose curve; as a rule, active = well fitted curve in the direction sought with a large enough effect; inconclusive = small, poorly fitted or top-dose-only effect, or another doubt; inactive = no such curve, though single readings can be large; an effect the other way counts as inactive or inconclusive. Unless noted, % is scaled to controls: 0 for no effect and ±100 for the full control effect. A portion of the library, so the mix of outcomes need not match the whole.
Compound	IMPase cell inh	PNC assembly inh	15-hLO-2 inh	ALOX12 inhib
COc1ccc(CCNC(=O)CSc2nc(C)cs2)cc1	2	-23	nt	-1%
CCOc1ccc(-c2nnc(SCC(=O)N(CC)CC)n2N)cc1	4	23	4%	-3%
O=C(Nc1ccc(F)cc1)N1CCN(c2nc3ccccc3s2)CC1	0	5	7%	-7%
O=C(NCc1cccnc1)/C(=N\O)c1ccccc1	11	?	1%	4%
CCOC(=O)CN1C(=O)C(C)(C)Oc2ccc(C(=O)NC(C)(C)CC)cc21	6	10	3%	-5%
CC1=C(OC(=O)c2ccccc2)C(C)(C)C(c2ccc(Br)cc2)OC1=O (stereo not given)	13	?	1%	2%
O=C(c1c[nH]c(C(=O)C(Cl)(Cl)Cl)c1)c1ccccc1Cl	18	-25	5%	-9%
COc1ccccc1CNc1ncncc1-c1cccc(C#N)c1	nt	nt	2%	2%
Cc1ccnc(N2CCC(C(=O)Nc3nnc(C)s3)CC2)n1	4	?	-4%	-1%
CC(C)OC(=O)CSc1nnc(-c2cnccn2)n1-c1ccc(Cl)cc1	4	28	-6%	0%
COc1ccc(OCc2ccc(-c3nc4ccccc4c(=O)n3N)o2)cc1	?	27	-1%	-6%
COc1ccc(-c2cc(C(F)(F)F)nc(SCCC(=O)N3CCOCC3)n2)cc1	-1	30	1%	-6%
O=C(Cn1nc(Cc2cccnc2)c2ccccc2c1=O)NCc1ccc(F)cc1	0	57	-2%	6%
COc1ccc(C(=O)N(NC(=O)Oc2ccccc2)C(C)(C)C)cc1	nt	-16	nt	-5%
CC(C)NC(=O)CSCc1c(Cl)cccc1Cl	0	29	-2%	-3%
CC/C=C/C(=O)N1CC2(CC(c3cccc(NC(=O)c4ccccc4)c3)=NO2)C[C@@H]1C(N)=O (stereo not given in full)	1	32	0%	2%
Cc1ccc2nsnc2c1NC(=O)c1cccc([N+](=O)[O-])c1	-3	42	nt	1%
Cc1cccc2cc(CN(CCCO)C(=O)Nc3cccc(Cl)c3)c(=O)[nH]c12	?	-24	28%	-6%
O=C(CN1C(=O)c2ccccc2S1(=O)=O)N1CCc2ccccc21	1	34	11%	-2%
COc1nc(SC)nc(Cl)c1Cc1ccc(OC(C)C)cc1	nt	?	nt	4%
O=C(NNc1nc2ccccc2s1)c1ccccc1F	3	-10	-15%	1%
O=C(N/N=C/c1ccccc1O)/C(=C/c1ccccc1)CCO	-4	11	nt	-16%
Cc1cc(Cl)c(S(=O)(=O)NCc2ccccc2)cc1OCC(N)=O	-8	-113*	4%	6%
CC(=O)Nc1ccc(S(=O)(=O)N2CCN(CC(O)COc3ccc4ccccc4c3)CC2)cc1 (stereo not given)	13	5	23%	4%
O=C(N/N=C/c1ccc(Br)s1)c1ccccc1[N+](=O)[O-]	3	2	-11%	-11%
CS(=O)(=O)N(Cc1ccccc1)c1ccccn1	3	27	5%	-3%
Cc1ccc2nc(/N=C(\N)NC(=O)N3c4ccccc4Sc4ccccc43)nc(C)c2c1	5	-25	nt	-7%
COc1ccc(CC(=O)Nc2nc3n(n2)C(c2ccccc2)CC(=O)N3)cc1OC (stereo not given)	-3	-21	-2%	2%
CCOC(=O)C1=C(C)NC2=C(C(=O)C(C(=O)OC)C(C)C2)C1c1ccc(OC)c(O)c1 (stereo not given)	-1	?	-18%	1%
CC(=O)N(/N=C1\Sc2ccccc2C1=O)c1cccc(C)c1	17	?	-18%	-1%
CC(=O)Nc1ccc(S(=O)(=O)NC2(C(F)(F)F)C(=O)Nc3c2c(=O)[nH]c(=O)n3C)cc1 (stereo not given)	-1	-13	1%	-2%
Cc1nnc(SCc2cc(=O)[nH]c(N3CCN(C)CC3)n2)s1	nt	14	nt	1%
Cc1cc(OC(=O)c2ccccc2Br)cc(=O)n1C	1	23	3%	-1%
C=CCc1cccc(CNc2nc3ccccc3n2CCC)c1O	8	12	36%[activator]	-12%
O=C1NC(c2ccccc2)=N/C1=C/c1ccco1	-6	-27	nt	-6%
O=C1COc2ccc3ccccc3c2CN1	0	3	-1%	-6%
O=C(C1CC(=O)N(C2CCCC2)C1)N1CCN(c2ccccc2F)CC1 (stereo not given)	5	27	5%	-7%
O=C(c1ccccc1-c1nc(-c2ccc(F)cc2)no1)N1CCCC1	-1	-100*	6%	-5%
CCOC(=O)c1sc2nc(CSCC(=O)OCc3ccc(C(=O)OC)o3)[nH]c(=O)c2c1C	9	-11	-13%	-2%
Cc1ccc(/C=N/NC(=O)c2cccs2)s1	0	1	nt	-3%
Cc1cc(NC(=O)Cn2nc(C(F)(F)F)c3c2CCC3)no1	0	11	4%	-2%
COc1ccccc1NC(=O)c1sc(NC(=O)c2ccco2)c(C#N)c1C	-9	34	-6%	-2%
CN(C1CCCCC1)S(=O)(=O)c1ccc(NC(=O)C2CCCCC2C(=O)O)cc1 (stereo not given)	-13	-6	-3%	0%
O=C(/C=C\Nc1cccc(F)c1)c1cccs1	2	17	6%	8%
O=C(N/N=C/c1ccc(O)cc1)c1csc2ccccc12	?	20	-2%	-6%
CCOC(=O)c1cnc(-n2nc(C)cc2C)nc1NC1CCCCC1	9	?	83%[activator]	20%
CCC(OC(=O)c1cccs1)C(=O)NC1CCCCC1 (stereo not given)	-1	-10	-7%	-2%
CN1C(=O)CC(N2CCN(c3ncccn3)CC2)C1=O (stereo not given)	0	43	5%	-5%
COc1cc(OC)cc(-c2nc(N)n[nH]2)c1	-4	6	-2%	11%
COc1ccccc1-c1ccc(Nc2cccc(C(C)=O)c2)nn1	-3	13	-15%	-7%
Cc1onc(-c2ccccc2Cl)c1C(=O)Nc1ccc(-n2nncc2-c2ccco2)cc1	4	?	-11%	-2%
Cc1cccc(-c2cc3nc(C)cc(NCCCN(C)C)n3n2)c1	0	-28	38%[activator]	3%
Clc1cc(Cl)c2nc(N3CCOCC3)sc2c1	4	-7	nt	-2%
COC(=O)c1cc(COC(=O)c2ccc(OC)c(S(=O)(=O)N3CCCC3)c2)oc1C	5	?	-4%	-9%
CC(C)NC(=O)N1CC[C@@]2(CCCN(C(=O)c3cnccn3)C2)C1	nt	nt	0%	0%
O=C(OCn1nnc2ccccc2c1=O)c1cc(-c2ccccc2Cl)nc2ccccc12	0	-3	nt	-1%
CCCOCC(O)COc1ccccc1C(=O)N1CCOCC1 (stereo not given)	9	42	-9%	-2%
CCOc1ccc(NC(=O)CN(C)CC(=O)Nc2cccc(Cl)c2C)cc1OCC	-1	20	23%	5%
COc1ccc(-c2ccc(SCC(=O)N3CCOCC3)nn2)cc1OC	8	-19	-3%	-7%
Cc1nc(N2CCN(S(=O)(=O)c3ccc(F)cc3)CC2)c2c(C)c(C)sc2n1	2	24	3%	2%

# Entries of single compounds from above. Order of screens: IMPase cell inh | PNC assembly inh | 15-hLO-2 inh | ALOX12 inhib
# COc1cc(OC)cc(-c2nc(N)n[nH]2)c1 is listed with -4 | 6 | -2% | 11%
# Cc1onc(-c2ccccc2Cl)c1C(=O)Nc1ccc(-n2nncc2-c2ccco2)cc1 is listed with 4 | ? | -11% | -2%
# CCOc1ccc(NC(=O)CN(C)CC(=O)Nc2cccc(Cl)c2C)cc1OCC is listed with -1 | 20 | 23% | 5%

# Later entries.
Compound	IMPase cell inh	PNC assembly inh	15-hLO-2 inh	ALOX12 inhib
O=C(Nn1c(C2CCCCC2)nc2ccccc2c1=O)c1cc(Cl)ccc1[N+](=O)[O-]	nt	?	nt	1%
Cc1cc(C(=O)N/N=C/c2cc(N=Nc3ccccc3)ccc2O)n[nH]1	-7	-8	nt	4%
COc1ccc(S(=O)(=O)Nc2ccc(S(=O)(=O)Nc3nc(C)cc(C)n3)cc2)cc1OC	9	27	0%	-5%
O=C(CSc1nc2c(c(=O)n1-c1ccc(Br)cc1)SCC2)NCc1ccco1	3	29	-5%	-6%
Cc1ccccc1Cn1nnc(C(=O)Nc2cccc(C)c2C)c1N	-1	-1	-2%	-1%
C/C=C/c1ccc(OCCCNCC(C)O)c(OC)c1 (stereo not given)	0	7	13%	3%
CCCCC(=O)Nc1nnc(C)s1	-5	56	-6%	-1%
COc1ccc(CCNS(=O)(=O)c2cn(C)c(=O)n(C)c2=O)cc1OC	1	22	3%	-1%
CC(=O)NCC(=O)N(Cc1ccco1)C1(C(=O)NC2CCCCC2)CCCCC1	-9	?	1%	0%
COCc1n[nH]c(=S)n1-c1cccc2ccccc12	-5	-26	16%	-1%
Cc1cccc(CNc2ncncc2-c2ccc3c(c2)OCO3)c1	nt	nt	43%[activator]	2%
COc1cc2c(cc1OC)-c1cc(NC3CCCC3)nc(=O)n1CC2	4	-1	-1%	1%
COCc1cc(C)nc(SCC(=O)Nc2ccc3c(c2)OCO3)c1C#N	-10	-14	-7%	1%
Cc1ccccc1Nc1nc(-c2sc(NC(=O)c3ccco3)nc2C)cs1	4	0	-10%	-27%
Cc1ccc(C(=O)O/N=C\c2ccc(N3CCCCC3)c([N+](=O)[O-])c2)cc1	-1	?	-17%	6%
O=C(COC(=O)CCCNC(=O)c1ccc(Cl)cc1)Nc1cc(Cl)ccc1Cl	nt	?	nt	2%
CC(=O)c1ccc(NC(=O)COC(=O)c2c3c(nc4ccccc24)/C(=C\c2cccs2)CCC3)cc1	nt	?	nt	1%
Fc1ccc(Nc2nc(-c3cccnc3)nc3ccccc23)cc1	nt	nt	5%	0%
CCC(C(=O)Nc1ccc(OC)c(Cl)c1)c1ccccc1 (stereo not given)	nt	-28	nt	-2%
CC(=O)NCC1=C(NC(C)=O)C2CC1C(C)(C)C2C (stereo not given)	?	?	5%	8%
Cc1cc(S(=O)(=O)Nc2cc(C)c(O)c(C)c2)c(C)s1	-7	?	-16%	-6%
COc1ccc(OC)c(S(=O)(=O)N2CCC(C(=O)NCCC3=CCCCC3)CC2)c1	-6	-100*	nt	-6%
COc1ccc(C2CC(c3cc(OC)ccc3OC)n3nnnc3N2)cc1 (stereo not given)	-1	32	nt	-2%
O=C(Cc1ccccc1)N/N=C/c1cccn1-c1ccc([N+](=O)[O-])cc1	nt	-16	nt	-5%
COc1c(Br)cc(Br)cc1/C=N/n1c(C)nnc1C	3	-13	9%	2%
COc1ccc(S(=O)(=O)N(CC(=O)NCC2CCCO2)c2ccc(F)cc2)cc1OC (stereo not given)	1	-20	6%	-1%
C=CCN(C(=O)CCC(=O)Nc1cc(C)on1)C(C(=O)NC1CCCC1)c1cccnc1 (stereo not given)	0	15	-4%	0%
O=C(NC1CCSC1=O)c1ccc(Oc2cccc(C(F)(F)F)c2)nc1 (stereo not given)	-3	?	-2%	-2%
O=C(CCN1c2ccccc2Sc2ccccc21)Nc1ccccc1	2	-7	-26%	-17%
O=C(N/N=C/c1ccco1)c1cccc([N+](=O)[O-])c1	nt	51	nt	0%
CCN1CCN(c2nc3ccccc3nc2C(C#N)C(=O)OCc2ccccc2)CC1 (stereo not given)	14	?	19%	-23%
CC1CCCCN1S(=O)(=O)c1ccc(C(=O)Nc2sccc2C(N)=O)cc1 (stereo not given)	8	?	0%	0%
COC(=O)C1CCN(C(=O)c2ccc(NC(C)=O)cc2)CC1	-4	48	-7%	-2%
CCCn1c(NCc2ccc3c(c2)OCO3)nc2ccccc21	-3	9	29%	-27%
CC(=O)c1ccc(NC(=O)CSCCO)cc1	-1	5	-2%	-1%
